Screens: PubChem, several laboratories
MT stabilize HCS: microtubule stabilizers in HeLa cells; HeLa tubulin immunostaining HCS, 24 h; share of cells brighter than vehicle mean+2SD; % tubulin-high responders, % at 10 µM; 200,000 tested, 0.83% active; AID 2205;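 active = plate Z-score above 3 for both tubulin-high and condensed-nucleus cell shares, with cell loss under 80%, at 10 µM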;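 also: anti alpha tubulin signal scored within the nucleus-defined area of each cell; some results filed as inactive read as strong as hits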
WT yeast gro inh: growth inhibition of WT yeast, mitochondrial fusion screen. mitochondrial fusion phenotypic screen, WT strain. inhibition, % at 10 µM. 190,000 tested, 2.1% active. AID 1362; in the data active = inhibition above about 58%; tested in S. cerevisiae
Autophagy HCS: autophagy modulation, high-content screen; MEF GFP-LC3 puncta imaging; test concentration mostly 10 µM; AID 463193; calls only at 10 µM (by protocol); 190,000 tested, 0.98% active;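 active = percentage of spot-positive cells more than 3 SD above its plate mean, without a fluorescence outlier flag or 80% toxicity; inconclusive = no clear call, values can overlap the other calls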;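 also: spot-positive cell cutoff set from DMSO-treated cells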
Ins promoter up: MIN6 insulin promoter up-regulation; MIN6 insulin promoter-GFP reporter, high-content imaging; stronger effect = higher value; z-score at 5 µM; 190,000 tested, 0.3% active;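 active = z-score above 3 at 5 µM with at least 500 cells counted in the well; inconclusive = wells under 500 cells, flagged as cytotoxic or low count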
Dynein cargo inh: blocks dynein driven cargo transport along microtubules. 220,000 tested, 0.47% active. 3617.4 mouse cells, GR-EGFP nuclear translocation imaging; test concentration mostly 20 µM; stimulated with dexamethasone, 1 µM; stronger effect = lower value. z-score, hits read low;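 active = plate z-score of nuclear minus cytoplasmic receptor signal below a set negative limit, without overly bright fluorescence or cell loss, cut at about -3.5 in these data, passing the limit was not always enough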;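 also: z-score of nuclear minus cytoplasmic ring GR-EGFP intensity difference per well; some compounds called inactive have numbers as strong as hits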
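medium = tetracycline-free induction medium containing charcoal-stripped FBS | probe or stimulus = dexamethasone, 1.0 µM final | timing = 48 h induction, then 1 h compound, then 30 min agonist, 37 °C | detection = automated 10x imaging of fixed Hoechst-stained cells | read-out basis = nuclear versus cytoplasmic GR-EGFP signal, averaged per well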
Yfh1-depleted yeast: enhancers of respiration in Yfh1-depleted yeast, dose response, Friedreich's ataxia, plus single-dose screen (AID 1465). S. cerevisiae Yfh1-off respiration, WST-1 reduction, 72 h; higher fold induction means a stronger effect. fold induction at 50 µM; hits with a dose series show EC50 in µM. 220,000 tested, 0.074% active;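 active = fold induction of absorbance versus untreated yeast above a set limit, then at least 30% activation at any dose in follow-up; inconclusive = repeats straddling the limit, or above it without dose testing; inactive = fold induction below the set limit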;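 also: activators that raise dye reduction in frataxin-depleted yeast; strong numbers were not always called active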
bCat nuc transl: modulators of beta-catenin nuclear translocation; HeLa beta-catenin nuclear translocation, immunofluorescence imaging; 190,000 tested, 0.3% active; AID 1665; nuclear translocation activity, % at 5 µM;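 active = nuclear translocation activity above 50% at 5 µM, with a well cell count of 50 or more; inconclusive = wells under 50 cells across six images, flagged as toxic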;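 also: per-cell ratio of nuclear to cytoplasmic median beta-catenin stain intensity; plate controls were DMSO negative control for no effect and GSK-3 inhibitor IX positive control for full effect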
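test system = HeLa cells, endogenous beta-catenin | dosing = single 5 µM dose plus 0.02–20 µM confirmation series | times = compound treatment 24 h, 37°C, 5% CO2 | technique = beta-catenin immunofluorescence imaging with DAPI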
HIV fusion peptide: inhibitors of HIV fusion peptide binding, primary screen, biochemical, uHTS, fluorescence dequenching (AID 1986) | cell-free peptide binding, fluorescence dequenching, 30 min; higher % means a stronger effect | one-dose inhibition, % at 20 µM; IC50 in µM for titrated hits | 290,000 tested, 0.3% active; in the data active = inhibition mostly above about 52%, no sharp cut-off; inactive = mostly below about 76%; also: some results filed as inactive read as strong as hits
AID2073: disruptors of CaV2.2 binding to Mint1 – biochemical, HTRF (AID 2073). HTRF protein-protein interaction, Mint1-CaV2.2; higher % means a stronger effect. inhibition, % at 20 µM, or IC50 in µM where a hit was titrated. 290,000 tested, 0.19% active; in the data active = inhibition mostly above about 51%, no sharp cut-off; inconclusive = no clear call, values can overlap the other calls; inactive = mostly below about 53%; also: some results filed as inactive read as strong as hits
WT yeast gro inh mutant strain: further read-out of WT yeast gro inh, marked with its call; inhibition, %; mitochondrial fusion phenotypic screen, mutant strain inhibition
Dynein cargo inh cytoplasmic EGFP: recorded beside Dynein cargo inh, whose call it bears; z-score; measured here: cytoplasmic GR-EGFP intensity; stronger effect = higher value
Dynein cargo inh nuclear GR-EGFP: second read-out of Dynein cargo inh, no call of its own (marks repeat the call); z-score; measured here: nuclear GR-EGFP intensity;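 lower value marks the stronger effect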
Dynein cargo inh cell count: further read-out of Dynein cargo inh, marked with its call; z-score; measured here: cell count per field
Ins promoter up cell count: recorded beside Ins promoter up, whose call it bears; cell count; measured here: cytotoxicity, nuclei count;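 total cells summed across four imaged fields per well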
bCat nuc transl cell count 5 µM: second read-out of bCat nuc transl, no call of its own (marks repeat the call); cell count; measured here: cell count, cytotoxicity flag
MT stabilize HCS Hoechst-high %: recorded beside MT stabilize HCS, whose call it bears; % Hoechst-high responders; measured here: nuclear condensation Hoechst responders;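 share of cells brighter than vehicle mean plus two SD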
MT stabilize HCS cytotoxicity %: also measured in MT stabilize HCS; calls as there; toxicity, %; measured here: cytotoxicity by cell density;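 0% = mean cell density of plate MIN control wells and 100% = no cells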
Autophagy HCS cell loss 18 h: second read-out of Autophagy HCS, no call of its own (marks repeat the call); toxicity, %; measured here: cell loss, nuclei count;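 cell loss after 18 h compound exposure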
Starred values were filed as active, the others as inactive; i = inactive; ? = inconclusive; / = not tested or not shown; + = active, no number.

SMILES | MT stabilize HCS | MT stabilize HCS Hoechst-high % | MT stabilize HCS cytotoxicity % | WT yeast gro inh | WT yeast gro inh mutant strain | Autophagy HCS | Autophagy HCS cell loss 18 h | Ins promoter up | Ins promoter up cell count | Dynein cargo inh | Dynein cargo inh cytoplasmic EGFP | Dynein cargo inh nuclear GR-EGFP | Dynein cargo inh cell count | Yfh1-depleted yeast | bCat nuc transl | bCat nuc transl cell count 5 µM | HIV fusion peptide | AID2073
C1CCC(CNc2c3c(nc4nnnn24)CCCC3)CC1 | 2.9 | 2.4 | 9.4 | 1 | 10 | i | -8 | -0.04 | 1190 | 0.35 | -0.22 | 0.62 | 0.55 | i | -4.6 | 1055 | -2.6% | 6%
COc1cc(-c2c(C#N)c(N)nc3c2CCCC3)cc(OC)c1OC | 3.9 | 1.5 | 2.1 | 15 | 15 | i | -1 | -0.36 | 1191 | -0.73 | -0.24 | -0.17 | 0.27 | i | -3.2 | 1243 | 2.4% | 15%
Cc1cc(C(=O)COc2cccnc2[N+](=O)[O-])c(C)n1-c1ccccc1 | 3.1 | 2.8 | 3.2 | 5 | -14 | i | 8 | 0.46 | 1192 | 0.5 | 0.17 | 0.03 | -0.58 | i | 0.5 | 923 | 14% | -11%
COCCCNC(=O)C(=O)NCCCOC(C)C | 2.3 | 1.4 | 3.3 | 18 | 22 | i | 12 | 0.02 | 1881 | -0.57 | -0.19 | -0.42 | -0.57 | i | -1.7 | 1089 | -0.9% | 34%
O=C(Nc1ccccc1Oc1ccccc1)c1cnccn1 | 2.5 | 2.3 | 6.3 | 0 | 16 | i | -5 | / | / | -0.16 | -0.19 | 0.0018 | -0.46 | i | / | / | 0.7% | 4%
Cn1nc(C(F)(F)F)c(C#N)c1N1CCN(c2ccccc2F)CC1 | 2.2 | 1.2 | 8.1 | 0 | 15 | i | -2 | -0.1 | 1094 | -0.71 | -0.16 | -0.48 | 0.95 | i | -1.3 | 1196 | 1.5% | -1%
CC(=O)Nc1ccc(S(=O)(=O)N2CCN(Cc3cccs3)CC2)cc1 | 4.4 | 1.1 | 7.1 | 10 | 7 | i | 10 | -0.03 | 1350 | -0.56 | 0.17 | -0.087 | 0.3 | i | -0.1 | 1522 | 3.1% | 6%
COc1nc(Oc2ccc(C(=O)OCC(N)=O)cc2)nc(N(C)C)n1 | 5.5 | 2.1 | 9.9 | 1 | 0 | i | 11 | 0.06 | 1466 | 0.56 | -0.19 | 0.47 | -0.59 | i | 0.1 | 818 | 0.0% | 6%
O=c1[nH]c(SCc2ccccc2)nc2c1cnn2-c1ccc(F)cc1 | 2.9 | 1.7 | 6.6 | 1 | 12 | i | 8 | 0.82 | 1292 | 0.074 | -0.22 | 0.38 | -0.9 | / | -2.7 | 1050 | 0.1% | 24%
CCN1C2=C(C(=O)CCC2)C(c2ccc(O)c(Br)c2)C2=C1CCCC2=O | 2.1 | 2.4 | 8.0 | -5 | -1 | i | -9 | 0.24 | 1163 | -0.26 | -0.2 | -0.097 | 0.4 | i | -3.8 | 905 | 0.4% | 6%
O=C(c1ccccc1)c1ccccc1C(=O)N1CCOCC1 | 2.5 | 2.2 | 4.4 | 1 | 15 | i | -4 | -0.84 | 1285 | -0.068 | -0.19 | 0.047 | -0.14 | i | / | / | 2.7% | -5%
Cc1ccccc1NC(=O)CSc1nnc(-c2ccco2)c(-c2ccco2)n1 | 2.6 | 2.5 | 6.5 | 4 | -4 | i | -23 | 0.99 | 1511 | -0.38 | -0.17 | 0.65 | 0.077 | i | 0.9 | 849 | -1.7% | 23%
COc1ccc(-n2ncc(S(=O)(=O)c3ccccc3)c2-c2ccc(Cl)cc2)cc1 | 3.3 | 1.7 | 3.3 | 53 | 4 | i | 8 | 0.91 | 1980 | -0.72 | -0.19 | -0.66 | 0.36 | i | -3.1 | 1118 | 1.2% | 6%
COc1ccc(OC)c(NC(=O)C(=O)NNC(=O)COc2ccc(Br)cc2C)c1 | 3.9 | 1.0 | 1.8 | 2 | -10 | i | -5 | 0.4 | 1385 | 2.9 | -0.16 | 1.7 | -1.7 | i | -0.6 | 1104 | -0.1% | 20%
Cc1ccc(NC(=O)COC(=O)c2ccc3c(c2)NC(=O)C2CCCN32)cc1 (stereo not drawn) | 2.2 | 1.6 | 12 | -37 | -24 | i | -3 | 0.41 | 1216 | -0.89 | -0.21 | -0.38 | 0.37 | i | -4.7 | 1276 | 0.5% | 15%
Cc1ccc2c(c1)N(CC(=O)N(Cc1ccc3c(c1)OCO3)CC1CCCO1)C(=O)C(C)O2 (stereo not drawn) | 3.3 | 2.3 | 9.0 | 3 | 25 | i | 1 | -0.91 | 1201 | -0.62 | -0.22 | -0.096 | 0.49 | i | 3.8 | 627 | 0.1% | -4%
CCN(c1ccc(NC(=O)COC(=O)c2cc3ccccc3oc2=O)cc1)C(C)C | 3.1 | 1.6 | 2.1 | 25 | -12 | i | 2 | -0.37 | 1385 | 1.4 | 0.25 | 0.69 | -0.51 | i | -2.4 | 1164 | -0.4% | 14%
Cn1ccnc1SCC(=O)Nc1cccc2ccccc12 | 3.4 | 1.8 | 7.5 | 11 | 7 | i | -6 | -0.15 | 895 | 0.84 | -0.15 | -0.17 | -0.6 | i | -5.6 | 1196 | -1.5% | -4%
CCOC(=O)C1=C(C)NC2=C(C(=O)C(C(=O)OCC)C(c3cccc(OC)c3)C2)C1c1ccccn1 (stereo not drawn) | 2.4 | 2.1 | 9.8 | 10 | 8 | i | 0 | -0.44 | 938 | 0.21 | -0.21 | -0.73 | -0.2 | i | 0.5 | 1295 | 5.0% | 22%
COC(=O)c1onc(-c2c(C)cc(C)cc2C)c1C(=O)OC | 2.6 | 1.8 | 8.6 | 13 | -3 | i | -23 | 0.23 | 1638 | 1.8 | 0.52 | 1.8 | -2.4 | i | -1.6 | 1406 | 1.1% | -3%
O=C1N=C2N(CCN3CCCCC3)c3ccccc3N2/C1=C\c1ccc([N+](=O)[O-])o1 | 40 | 3.7 | 61 | 3 | -8 | i | 29 | ? | / | -4* | 2.6* | -1.5* | -0.19* | i | 0.3 | 1500 | -1.1% | -11%
CC(C)n1nnnc1SCC(=O)N1CCOCC1 | 3.7 | 2.1 | 1.4 | 9 | 22 | i | -6 | -0.5 | 1550 | -0.85 | -0.18 | -0.11 | 0.41 | i | -8.4 | 1026 | -2.1% | 7%
CC(=O)N1CCc2cc(Br)cc(S(=O)(=O)NCCCN3CCCC(C)C3)c21 (stereo not drawn) | 1.7 | 1.5 | 2.1 | -2 | -9 | i | 1 | -0.36 | 1288 | -0.14 | -0.27 | 0.12 | 1.2 | i | / | / | -1.2% | 11%
COc1ccccc1Cc1noc(COc2cccc(C)c2C)n1 | 3.4 | 2.4 | 5.9 | 9 | 19 | i | 22 | 0.12 | 1312 | 0.041 | -0.067 | 0.07 | 1.2 | i | / | / | 2.6% | -2%
COc1cc(C2Nc3cccc4cccc(c34)N2)cc(OC)c1O | 1.8 | 1.2 | 2.9 | 29 | 24 | + | 36* | / | / | -3.7* | 0.099* | -1.6* | 0.15* | i | ? | / | 35% | ?
CC1CCN(C(C(=O)Nc2ccc(C(C)C)cc2)c2ccc3c(c2)OCO3)CC1 (stereo not drawn) | 2.4 | 3.6 | 2.8 | 48 | 21 | i | 10 | -0.37 | 822 | -0.5 | -0.24 | -0.28 | 0.55 | i | -1.4 | 1236 | -0.5% | 32%
CCOc1ccc2nc(NC(=O)c3cc([N+](=O)[O-])ccc3N3CCOCC3)sc2c1 | 3.0 | 2.5 | 8.5 | 25 | -10 | i | 1 | -0.82 | 1180 | -0.73 | -0.32 | -0.77 | 0.93 | i | 0.2 | 912 | -4.2% | 13%
O=C(NCc1c(Cl)cccc1Cl)c1ccc2nnsc2c1 | / | / | / | / | / | / | / | 0.08 | 1468 | 0.11 | -0.25 | 0.0038 | -0.39 | i | -2.4 | 1130 | 1.1% | -5%
Cc1c(C=O)c2ccccn2c1C(=O)c1ccc(Cl)c([N+](=O)[O-])c1 | 4.4 | 3.4 | 5.1 | -16 | -22 | i | -10 | 0.23 | 1190 | -0.76 | -0.12 | -0.42 | 0.44 | i | -1.7 | 955 | 0.1% | 12%
CC1=C(C(=O)Nc2ccccc2)C(c2ccco2)C(C#N)=C(SCC(N)=O)N1 (stereo not drawn) | 1.7 | 1.5 | 9.8 | / | / | i | -8 | / | / | 0.036 | -0.13 | -0.069 | 0.71 | i | -8.2 | 1045 | -1.5% | -1%
